NTR1 ag – NTR1-driven beta-arrestin-GFP spot formation – imaging, U2OS cells, high content, primary screen (AID 493036); agonist mode; activation, % at 20 µM; 0.17% of 330,000 active;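 active means activation at or above 40% of the spot to cytoplasm intensity ratio, with at least 20 cells analyzed; inconclusive means wells under 20 cells, flagged as cytotoxic or low count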;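 further: 0% = DMSO without peptide and 100% = 100 nM NTR1 peptide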
Target sequence (P30989 whole entry, looked up): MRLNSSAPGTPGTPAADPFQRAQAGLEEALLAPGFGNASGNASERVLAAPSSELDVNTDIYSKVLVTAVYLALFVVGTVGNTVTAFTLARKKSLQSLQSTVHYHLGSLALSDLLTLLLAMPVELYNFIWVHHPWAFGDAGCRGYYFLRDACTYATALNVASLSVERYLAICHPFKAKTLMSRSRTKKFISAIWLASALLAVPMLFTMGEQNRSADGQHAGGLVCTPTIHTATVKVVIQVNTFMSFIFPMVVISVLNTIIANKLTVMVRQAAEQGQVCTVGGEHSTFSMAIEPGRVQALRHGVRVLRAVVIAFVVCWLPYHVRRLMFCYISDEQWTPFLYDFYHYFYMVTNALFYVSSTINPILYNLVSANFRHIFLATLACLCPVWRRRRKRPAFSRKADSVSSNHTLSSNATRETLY
TNAP activation fold – human TNAP enzyme activators, primary screen, biochemical, luminescent, no phosphate acceptor, uHTS (AID 1001); purified TNAP, luminescent activation assay, no phosphate acceptor; higher activation fold means a stronger effect; activation fold at 20 µM, or EC50 in µM where a hit was titrated; 0.03% of 200,000 active; in the data active means activation fold from about 3, or a potency from the dose series; inactive means the rest, 99 in 100 with activation fold below about 1.6; further: many of its hits are not listed in these tables
Myeloid diff 2 – myeloid differentiation induction; ER-HoxA9 myeloid progenitors, lysozyme-GFP differentiation, flow cytometry; calls only at 10 µM; 1% of 360,000 active;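 active means normalized GFP-positive differentiation at or above the plate's own cutoff, the solvent-only control mean plus 3 SD; inconclusive means no clear call, values can overlap the other calls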;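 further: cells exposed to compound for four days before flow analysis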
T cell modulator – T cell immune modulation candidate; 0.068% of 330,000 active; AID 2052; 2C CD8+ T cell-vesicle binding, flow cytometry; active compounds read low; calls only at 7 µM;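 active means response, share of CD8 T cells binding vesicles, and their 90th percentile fluorescence all below set limits, cut at about 80% in these data, passing the limit was not always enough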
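Read-out – percent CD8+ FL2 mean versus row control · System – murine 2C transgenic CD8+ T lymphocytes · Times – 1.5 h cell–vesicle binding at 37 °C, then 20 min icy labelling · Control set – naked vesicles low, QL9 vesicles with vehicle high · Detection – cytometric PE anti-B7-1 and Alexa647 anti-CD8 signals after 1% paraformaldehyde fixation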
K1F lysis inhibition – protection from phage-mediated lysis, alamar blue read-out – E. coli UTI89, K1F phage, bacterial capsule biogenesis inhibitors (AID 488966); 0.02% of 340,000 active; E. coli UTI89 K1F phage lysis, alamar blue, 2 h; higher % means a stronger effect; inhibition, % at 100 µM; hits with a dose series show IC50 in µM;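 active means phage lysis inhibition, versus mean bacterial control, above a set limit; inconclusive means no clear call, values can overlap the other calls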;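 further: capsule biogenesis inhibitors block K1F phage lysis so surviving cells raise fluorescence; higher fluorescence means more inhibition of phage lysis; actives were called in the ten point dose series up to 300 µM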
MgcRacGAP inhibition – MgcRacGAP GTPase-activating activity inhibitors, confirmation, biochemical, ADP Hunter fluorescence; MgcRacGAP-stimulated Rac1 GTP hydrolysis, ADP Hunter fluorescence; higher % means a stronger effect; GST-tagged Rac1 F28L mutant substrate; inhibition, % at 30 µM, or IC50 in µM where a hit was titrated; 0.6% of 340,000 active; AID 624330;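 active means first-screen hits whose inhibition reached a set limit at any dose in the follow-up dose series; inconclusive means inhibition above the set first-screen limit but never retested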;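 further: fluorescence reports GDP produced by GAP-driven GTP hydrolysis; strong numbers were not always called active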
RSV antiviral HEp-2 – inhibition of RSV-induced cytopathic effect – HEp-2 cells, primary 10 µM value included (AID 2391); CPE inhibition, % at 10 µM; hits with a dose series show IC50 in µM; HEp-2 cells, RSV-induced CPE inhibition; higher % means a stronger effect; 0.13% of 310,000 active; in the data active means a potency from the dose series; inconclusive means CPE inhibition mostly from about 23% at the one dose, without a potency; inactive means the rest, 99 in 100 with CPE inhibition below about 21%; further: strong numbers were not always called active
SV40 large T antigen – SV40 large T antigen inhibitors, biochemical (AID 1903); SV40 large T antigen ATPase/helicase inhibition assay; higher % means a stronger effect; inhibition, % at 20 µM, or IC50 in µM where a hit was titrated; 0.39% of 310,000 active; in the data active means a potency from the dose series; inconclusive means inhibition mostly from about 32% at the one dose, without a potency; inactive means the rest, 99 in 100 with inhibition below about 32%; further: strong numbers were not always called active
Salmonella PhoP GFP – PhoP-dependent GFP reporter repression – Salmonella Typhimurium, primary screen (AID 1863); S. Typhimurium PhoP-regulated promoter GFP reporter, 4 h; higher % means a stronger effect; 0.16% of 300,000 active; inhibition, % at 50 µM, or IC50 in µM where a hit was titrated;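 active means inhibition over 29.93%, a cutoff 3 SD above the screen mean, later confirmed by dose response; inconclusive means inhibition over 29.93% but no dose response follow-up; inactive means inhibition at most 29.93% or unconfirmed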;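 further: 0% = low Mg2+ inducing control and 100% = high Mg2+ repressing control; strong numbers were not always called active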
T cell modulator vesicle-bound % – second read-out of T cell modulator, no call of its own (marks repeat the call); double positive events, %; measured here: CD8+ vesicle-bound cell fraction;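 binding gate set so that unloaded-vesicle control wells show 10% double positive cells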
NTR1 ag cell count 20 µM – second read-out of NTR1 ag, no call of its own (marks repeat the call); cell count; measured here: cell count, cytotoxicity flag
Myeloid diff 2 GFP+ MAC1+ % – further read-out of Myeloid diff 2, marked with its call; GFP+ MAC1+ double positive, %; measured here: differentiation confirmed by MAC1 staining
* = called active by the depositor; i = inactive; ? = inconclusive; . = no result given; [ ] = dose if it differs, or a comment.

SMILES	NTR1 ag	NTR1 ag cell count 20 µM	TNAP activation fold	Myeloid diff 2	Myeloid diff 2 GFP+ MAC1+ %	T cell modulator	T cell modulator vesicle-bound %	K1F lysis inhibition	MgcRacGAP inhibition	RSV antiviral HEp-2	SV40 large T antigen	Salmonella PhoP GFP
CCOC(=O)N1CCN(C(=O)C2CCN(S(=O)(=O)c3ccc(OCC)cc3)CC2)CC1	2.0	55	.	i	4.1	i	72	1.0%[50 µM]	2%	1.3%	3%	-4%
Clc1ccc(-c2nnc(CSc3nnc(-c4cccs4)n3Cc3ccccc3)o2)cc1	1.2	57	1.1	i	0.7	i	44	2.6%	5%	2.8%	13%	4%
COC(=O)COc1cccc2c(=O)n(CC(=O)N3CCCc4ccccc43)ccc12	0.1	87	1.1	i	1.7	i	41	1.5%	14%	3.4%	-2%	9%
CCC(C)c1ccccc1N1CC(C(=O)NCCC2=CCCCC2)CC1=O (stereo not given)	1.1	61	.	i	0.4	i	42	-0.1%[50 µM]	3%	-0.6%	.	.
COc1ccc(NC(=O)c2nc[nH]c2C(=O)N[C@H](C)c2ccccc2)cc1	31	102	.	i	1.4	i	20	0.1%	7%	-0.9%	6%	2%
O=C(O)C1C2C=CC(C2)C1C(=O)NCc1ccoc1 (stereo not given)	1.4	63	1	i	0.6	i	10	1.9%[50 µM]	-10%	1.0%	?	-3%
Cn1c(/C(C#N)=C(\O)c2ccc(Cl)s2)nc2ccccc21	0.2	58	.	i	2.8	i	10	0.0%	4%	1.7%	0%	-3%
O=C(C1CC(=O)N(C2CCCC2)C1)N1CCC(Cc2ccccc2)CC1 (stereo not given)	0.2	49	0.9	i	3.2	i	3	2.4%	4%	1.0%	9%	12%
COC(=O)/C=C\C(=O)Nc1cccc([N+](=O)[O-])c1	.	.	1	i	0.5	i	40	-25%	2%	-0.2%	19%	-5%
CON(C)S(=O)(=O)c1cccc(C(=O)Oc2ccc(N(C)S(=O)(=O)c3ccccc3)cc2)c1	1.2	36	.	i	1.3	i	26	0.1%	5%	0.5%	2%	7%
COc1cc2c(cc1OC)CN(C(=O)COc1ccccc1C#N)CC2	1.0	90	.	i	0.7	i	38	1.6%[50 µM]	11%	5.1%	0%	17%
C=CCNC(=O)C1CC=CCC1C(=O)O (stereo not given)	-0.5	90	1.1	i	0.8	i	6	-0.1%	-3%	1.4%	10%	-7%
CC(C)Oc1ccc(CCC(=O)NNC(=S)NCc2ccccc2)cc1	0.0	73	.	i	0.3	i	26	0.2%	6%	15%	19%	-3%
COc1c2occc2c(OC)c2c(=O)cc(C(F)(F)F)oc12	1.7	56	1.2	i	0.4	i	51	0.1%	6%	3.1%	4%	2%
CC(C)C(=O)N1CCN(c2ccc(NC(=O)c3ccc([N+](=O)[O-])o3)cc2)CC1	6.4	69	1	i	0.0	i	4	0.1%	2%	3.8%	14%	0%
COC(=O)c1ccc(C2C(C(=O)c3ccc(C)o3)=C(O)C(=O)N2c2cc(C)on2)cc1 (stereo not given)	0.7	65	.	i	2.2	i	16	1.1%	8%	9.5%	4%	0%
CCN(CCn1cccn1)C(=O)CC1C(=O)NCCN1Cc1cccc(OC)c1OC (stereo not given)	-0.4	89	1.1	i	0.0	i	14	-0.2%	1%	0.2%	2%	1%
CN(C(=O)COC(=O)CN1C(=O)C2CC=CCC2C1=O)c1ccccc1 (stereo not given)	-0.8	62	.	i	1.0	i	52	0.8%[50 µM]	2%	0.4%	8%	5%
CC(C)(C)C(=O)NN=C1CCC(c2ccccc2)CC1 (stereo not given)	-0.3	49	.	i	0.9	i	57	-0.2%	-1%	1.7%	19%	7%
CC1CCN(S(=O)(=O)c2ccc(S(=O)(=O)NCC3COCCO3)cc2)CC1 (stereo not given)	-1.0	87	1.1	i	0.4	i	9	1.4%	2%	1.4%	0%	-4%
COc1ccc(S(=O)CC(=O)Nc2ccc(Cl)cc2Cl)cc1 (stereo not given)	2.2	62	1	i	0.1	i	32	0.0%	7%	2.7%	8%	2%
CCS(=O)(=O)c1ccc2oc(SCC(=O)NCCc3ccccc3)nc2c1	2.5	56	1.1	i	0.4	i	49	0.6%	2%	-0.5%	-81%	-7%
Cc1ccc(C(=O)OCC(=O)Nc2cc(S(C)(=O)=O)ccc2Cl)cc1S(=O)(=O)N1CCCCC1	1.5	71	.	i	0.7	i	33	-0.1%	1%	0.7%	19%	-2%
O=C(CN1CCCC1)Nc1c(Cl)cccc1Cl	-0.2	63	.	i	0.3	i	58	-0.1%	9%	0.6%	4%	9%
CCOC(=O)N1CCN(C(=O)COc2ccccc2OC)CC1	0.4	56	1.1	i	10	i	12	0.5%	-1%	1.0%	3%	-1%
(next part)
SMILES	NTR1 ag	NTR1 ag cell count 20 µM	TNAP activation fold	Myeloid diff 2	Myeloid diff 2 GFP+ MAC1+ %	T cell modulator	T cell modulator vesicle-bound %	K1F lysis inhibition	MgcRacGAP inhibition	RSV antiviral HEp-2	SV40 large T antigen	Salmonella PhoP GFP
CCOc1ccc(NC(=O)C2CC=CCC2C(=O)O)cc1 (stereo not given)	0.1	40	1.1	i	7.6	i	33	1.1%	7%	0.4%	2%	-7%
O=c1c2cc(N3CCOCC3)ccc2[nH]c(=S)n1CCCN1CCCC1	2.7	85	1.1	i	2.2	i	32	0.0%	7%	1.9%	-10%	4%
CCOC(=O)c1[nH]c(CSc2nnc(-c3ccc(OC)cc3)o2)c(C(=O)OCC)c1C	0.8	43	1.1	i	0.5	i	66	2.3%	6%	2.4%	6%	-2%
COc1cccc(COc2cc3ccccc3nc2C)c1	4.7	79	1.1	i	1.1	i	54	0.3%	2%	1.4%	29%	2%
CC(CC(=O)O)CC(=O)Nc1cc(C(F)(F)F)cc(C(F)(F)F)c1 (stereo not given)	1.1	61	.	i	0.7	i	42	0.6%	15%	2.5%	0%	-1%
O=C(O)c1ccc(CSc2nnc(Cc3ccccc3)o2)cc1	-0.2	46	1.2	i	6.5	i	38	0.2%	8%	-0.1%	11%	-7%
Cc1nc(-c2ccccc2)cn2c1nc1ccccc12	1.8	75	1	i	0.1	i	59	0.1%	8%	5.1%	1%	5%
C=CCC[C@@H](Cc1ccc(F)cc1)C(=O)OC[C@@H]1CCCN1C(=O)[C@@H](CC=C)CC(=O)N[C@@H](CO)Cc1ccccc1	6.5	53	.	i	0.4	i	15	-0.3%	9%	.	.	.
CN(CCc1ccccn1)C(=O)CCC1CCCN(C(=O)c2cccc(N(C)C)c2)C1 (stereo not given)	-0.9	56	.	i	0.4	i	68	0.1%	1%	0.8%	10%	-6%
COc1ccc(-c2cc(C(=O)Nc3c(C)nn(Cc4ccccc4Cl)c3C)no2)cc1	5.5	68	1.1	i	1.3	i	45	7.4%	6%	2.1%	-3%	0%
COc1ccccc1N1CCN(C2CCCN(C(=O)c3ccnc4ccc(C)cc34)C2)CC1 (stereo not given)	1.4	46	.	i	0.7	i	65	0.5%	7%	-0.7%	-5%	2%
O=C1/C(=N\S(=O)(=O)c2cccs2)C([n+]2ccc(CCCc3ccccc3)cc2)=C([O-])c2ccccc21	16	46	.	i	1.0	i	28	.	.	-3.8%	8%	-2%
COc1ccc(/C=N/Nc2cc(OC)ncn2)cc1	.	.	1.1	i	1.4	i	38	8.1%	14%	0.0%	12%	2%
CCN(CC)C(NC(=O)c1ccccc1)C(=O)c1ccccc1 (stereo not given)	-1.3	68	1.1	i	0.7	i	56	0.7%	5%	1.2%	9%	7%
CNC(=S)N1C2CCCC1CC(NC(=O)c1ccc(F)cc1)C2 (stereo not given)	-0.8	61	.	i	0.3	i	48	0.3%	-1%	0.6%	31%	-3%
COc1ccc(NC(=O)N(C)C[C@H]2Oc3ccc(NC(=O)Nc4c(C)noc4C)cc3C(=O)N([C@H](C)CO)C[C@@H]2C)cc1	0.6	54	.	i	3.4	i	10	0.4%	3%	.	.	.
O=C(COC(=O)C12CC3CC(CC(O)(C3)C1)C2)Nc1ccc(OC(F)F)cc1	-1.1	51	.	i	0.7	.	.	1.0%[50 µM]	2%	.	.	.
CCN1CCN(C(=O)c2cc3c(=O)n(C)c4ccccc4c3n2C)CC1	-0.8	68	1.2	i	1.8	i	12	6.2%	12%	0.1%	12%	7%
CC(OC(=O)/C=C/c1ccccc1)C(=O)Nc1ccc2c(c1)OCCO2 (stereo not given)	-1.1	65	.	i	0.4	i	16	0.2%[50 µM]	9%	0.7%	.	.
CC(=O)Nc1ccc(S(=O)(=O)N(C)CC(=O)Nc2ccc(Br)cc2F)cc1	-0.2	59	.	i	1.8	i	8	0.5%[50 µM]	3%	0.5%	9%	7%
CC1=NN(C(=O)CCc2ccccc2O)C(O)(C(F)(F)F)C1 (stereo not given)	-1.0	44	1.1	i	0.1	i	40	1.2%	4%	0.6%	-3%	7%
N#Cc1ccc(C23CC4(C2)[C@H](CN(Cc2ccc(-c5ccccc5)cc2)[C@@H]4c2ccccc2)C3c2ccc(Cl)nc2)cc1 (stereo not given in full)	-0.4	83	.	i	1.6	i	18	1.3%	15%	-2.5%	9%	-7%
CCN(CC)S(=O)(=O)c1ccc(OC)c(NC(=O)c2ccc(-n3cncn3)c([N+](=O)[O-])c2)c1	-0.4	64	.	i	0.7	i	28	0.4%[50 µM]	1%	-0.8%	14%	4%
CCC1(CC)C(=O)NC(=O)NC1=Nc1ccccc1	-1.4	97	1.1	i	0.5	i	46	1.9%	9%	1.0%	-1%	-4%
CCCCc1c(C)nn(-c2nnc3c4ccccc4n(C)c3n2)c1C	1.4	74	1.1	i	0.0	i	38	0.0%	-5%	13%	6%	-6%
CCN(CC)S(=O)(=O)c1ccc(OC)c(NC(=O)/C=C/c2ccco2)c1	0.4	66	.	i	0.4	i	26	0.0%	15%	0.3%	38%	2%

Some of the entries so far, in CSV form.
canonical_smiles,NTR1 ag,NTR1 ag cell count 20 µM,TNAP activation fold,Myeloid diff 2,Myeloid diff 2 GFP+ MAC1+ %,T cell modulator,T cell modulator vesicle-bound %,K1F lysis inhibition,MgcRacGAP inhibition,RSV antiviral HEp-2,SV40 large T antigen,Salmonella PhoP GFP
O=C1/C(=N\S(=O)(=O)c2cccs2)C([n+]2ccc(CCCc3ccccc3)cc2)=C([O-])c2ccccc21,16,46,.,i,1.0,i,28,.,.,-3.8%,8%,-2%
O=C(O)C1C2C=CC(C2)C1C(=O)NCc1ccoc1 (stereo not given),1.4,63,1,i,0.6,i,10,1.9%[50 µM],-10%,1.0%,?,-3%
